High-throughput results: PubChem, several laboratories
Peg3 promoter: Peg3 promoter-driven luciferase inhibitors, primary screen, cell-based, HeLa, luciferase luminescence | 360,000 tested, 1.7% active | HeLa PEG-Prom luciferase reporter, overnight | inhibition, % at 20 µM;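 active means inhibition of at least 50% at 20 µM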
NR2E3 ag-1: NR2E3 agonists in two-hybrid cells, primary screen, cell-based, luminescence, CHO-S, Gal4-NCOR/VP16-NR2E3; luciferase; inhibition of corepressor binding, % at 3.98 µM; AID 602229, 2012; 360,000 tested, 0.35% active;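 active means inhibition above the mean of all tested compounds plus 3 SD, cut at about 70% in these data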;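 further: 0% = DMSO with NR2E3 transfected cells and 100% = cells lacking NR2E3 construct; higher means lower luciferase signal from less NR2E3 corepressor binding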
Target sequence (Q9Y5X4 whole entry, looked up, the tested form may be a part): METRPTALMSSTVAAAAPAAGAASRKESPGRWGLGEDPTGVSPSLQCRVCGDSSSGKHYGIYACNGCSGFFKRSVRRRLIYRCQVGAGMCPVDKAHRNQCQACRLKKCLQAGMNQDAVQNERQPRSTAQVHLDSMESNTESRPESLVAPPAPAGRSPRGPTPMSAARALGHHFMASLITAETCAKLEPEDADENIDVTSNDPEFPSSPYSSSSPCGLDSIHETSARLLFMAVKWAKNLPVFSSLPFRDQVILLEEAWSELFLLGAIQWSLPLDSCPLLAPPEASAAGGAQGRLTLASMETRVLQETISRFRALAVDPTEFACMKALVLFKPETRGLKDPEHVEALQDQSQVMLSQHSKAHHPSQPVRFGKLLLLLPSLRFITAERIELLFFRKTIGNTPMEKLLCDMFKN
Shn3 3UTR inh: reduction of Shn3 3'UTR firefly luciferase signal, primary screen, Schnurri-3 inhibitor project, cell-based, Clone20 osteoblasts, set 2. AID 588674, 2011. Clone20 osteoblast Shn3 3'UTR firefly luciferase, 24 h. inhibition, % at 12.5 µM. 360,000 tested, 0.52% active;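 active means mean inhibition of at least 75% with every replicate also reaching 75%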;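 further: 0% = median of neutral control wells and 100% = pilot-screen positive control compound; some compounds past the cut are filed as inactive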
hiPSC survival: enhancers of single-cell hiPSC survival, primary screen, ATPlite luminescence; 100% = ROCK inhibitor wells, 0% = DMSO; survival enhancement, % at 20 µM; 360,000 tested, 0.044% active; in the data active means survival enhancement above about 18%;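 further: cells exposed to compounds for 16 hours before the ATP read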
HIF-2a block: HIF-2a reporter inhibitors, primary screen, luminescence, 786-0 RCC cells | 786-0 RCC cells HIF-2a reporter, luciferase luminescence, overnight | 360,000 tested, 0.72% active | inhibition, % at 18.8 µM;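 active means inhibition of the luminescence signal of 40% or more relative to plate controls, in a single-dose primary screen at 18.75 µM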
CF NFkB inh: inhibitors of PAF-induced NF-kB signaling, primary screen, cell-based, GFP fluorescence, uHTS | AID 588850, 2011 | inhibition, % at 5 µM | 360,000 tested, 0.86% active | KKLEB NF-kB-GFP reporter, GFP fluorescence overnight;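 active means at least 50% inhibition at 5 µM, scaled per plate between neutral and stimulator controls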;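 further: PAF is a Pseudomonas aeruginosa culture filtrate used as stimulus; plate controls were PAF-stimulated DMSO wells for no effect and unstimulated DMSO wells for full effect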
NR2E3 ag-2: inhibitors of NR2E3-RetCOR corepressor binding, primary screen, NR2E3 agonist project, biochemical, TR-FRET, GST-NR2E3, biotin-RetCOR; inhibition of corepressor binding, % at 4.78 µM; Photoreceptor-specific nuclear receptor (Homo sapiens), Q9Y5X4; 320,000 tested, 0.12% active; 1536-well; AID 2300, 2010;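 active means percent inhibition above the cutoff of mean plus 3 SD of all tested compounds, set per screening campaign, cut at about 20% in these data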;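 further: 0% = DMSO wells and 100% = biotin wells as full block of FRET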
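Material: NR2E3–RetCOR corepressor complex | Quantity: 1.35 nM GST-tagged NR2E3 final | Schedule: 5 h at 4 °C | Replication: Singlicate compound wells | Reagent: RetCOR corepressor, biotinylated, 7 nM | Controls: Biotin wells as high control, 0.6% DMSO wells as low control | Signal: TR-FRET, Eu(K)-anti-GST donor, streptavidin-D2 acceptor, ex 340, em 617/671 nm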
C8 TRAIL sens: viability loss with TRAIL in NB7+C8 cells, primary screen, TRAIL sensitizer project, cell-based, ATPlite luminescence; inhibition (viability loss, TRAIL sensitization), % at 10 µM; 360,000 tested, 1% active; AID 624354, 2012;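 active means compounds causing at least 50% loss of cell viability in the single-dose screen, relative to plate controls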
TRPM1 prom inh: inhibitors of MITF-dependent TRPM1 promoter reporter, primary screen, cell-based, SK-MEL-5, single point, luciferase. SK-MEL-5 TRPM1 promoter luciferase, 24 h. 330,000 tested, 0.83% active. inhibition, % at 12.5 µM;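 active means mean inhibition across replicates of 60% or more, whatever share of single replicates reaches that level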; further: values of inactives mirror those of a sister screen read the other way
KKLEB cytotox: cytotoxicity in KKLEB CF airway cells, primary screen, cytotoxicity control for CF NF-kB inhibitor project, cell-based, uHTS, fluorescence assay plates. 360,000 tested, 0.36% active. KKLEB CF airway cells viability, ATPlite luminescence, overnight; active compounds read low; cells stimulated with P. aeruginosa culture filtrate. AID 602141, 2011. activity change (cytotoxicity), % at 5 µM;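 active means corrected activity change at or below -50% at 5 µM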
LMP1 NFkB inh: EBV LMP1-driven NF-kappaB luciferase reporter inhibitors, primary screen, cell-based, luminescence, single point; LMP1-induced NF-kappaB luciferase reporter cells; inhibition, % at 12.5 µM; 350,000 tested, 0.69% active; AID 504558, 2011; in the data active means inhibition above about 41%;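 further: 0% = neutral control wells and 100% = reference inhibitor control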
* marks the source's active call; other numbers are inactive results; . = not tested or not shown.

SMILES | Peg3 promoter | NR2E3 ag-1 | Shn3 3UTR inh | hiPSC survival | HIF-2a block | CF NFkB inh | NR2E3 ag-2 | C8 TRAIL sens | TRPM1 prom inh | KKLEB cytotox | LMP1 NFkB inh
C=CCn1c(C)csc1=Nc1ccc(C(C)=O)cc1 | -120 | -30 | -14 | -2.4 | -122 | -6 | 2 | -5 | -34 | 8 | -8
N#Cc1cc2c(nc1SCC(O)CS(=O)(=O)Cc1ccc(Cl)cc1)CCCC2 (configuration not stated) | 35 | 2 | -8 | 1.2 | -5 | 6 | 5 | -1 | -3 | -7 | 7
COc1ccc(CNc2c(C(=O)O)cnc3c2cnn3C)cc1 | -4 | 8 | -18 | 1.3 | 20 | -5 | 0 | -3 | 6 | 5 | 1
Cc1c(C(=O)Nc2cccc([N+](=O)[O-])c2)csc1-c1ccccc1 | -252 | -76 | 2 | -3.3 | -363 | -17 | -1 | 57* | -51 | -26 | -59
COc1ccc(C(=O)Nc2ccnn2C2CCN(Cc3ccccn3)CC2)cc1 | -14 | -21 | -13 | -0.4 | -25 | -3 | 0 | 10 | 5 | -7 | 36
CCc1ccc(N=C2NC(=O)/C(=C/c3cc(Br)c(OCC(=O)O)c(OC)c3)S2)cc1 | 10 | -30 | -15 | -0.9 | 10 | 1 | 5 | -9 | 7 | 1 | 7
CC1CCN(C(=O)CSc2nc3c(c(=O)n2C)SCC3)CC1 | -14 | -55 | -8 | 0.5 | -16 | 8 | 1 | 7 | -4 | 0 | -4
COc1ccc(N(Cc2ccccc2)S(=O)(=O)c2cccc(C(=O)Nc3ncccc3C)c2)cc1 | -1 | 18 | 7 | 0.3 | -1 | -32 | 0 | -4 | 4 | -14 | -4
Cc1nn(-c2ccccc2)c2ncc(C(=O)c3cc(Cl)ccc3O)cc12 | 22 | -5 | -8 | -0.4 | 12 | 26 | 0 | 2 | 4 | -13 | 5
COc1c(C)cc(Br)cc1C(=O)NC(=S)NCc1ccco1 | 7 | -3 | 0 | 0.1 | -11 | 28 | 0 | 9 | 3 | -6 | -1
CCOC(CNC(=O)c1cc(C)nn1-c1ccccc1)OCC | -4 | 6 | 14 | -1.4 | 20 | 2 | 3 | 1 | -4 | -6 | 2
O=C(Nc1ccc(F)cc1)Nc1ccc2c(c1)OCO2 | -350 | -91 | -26 | -0.2 | -247 | 12 | 2 | 15 | -100 | -17 | -18
Cc1ccc(S(=O)(=O)Nc2ccc(C(=O)N3CCOCC3)cc2)cc1 | 9 | -12 | 5 | -0.5 | -6 | 11 | 2 | 1 | -14 | 2 | -3
O=C(Nc1cccc(-c2nnc(-c3ccccc3)o2)c1)C1CCCCC1 | -195 | -121 | 19 | -1.8 | -135 | -3 | 1 | 18 | -24 | 1 | -22
O=C(CSc1ncn[nH]1)N1N=C2/C(=C/c3ccccc3)CCCC2C1c1ccccc1 (configuration not stated) | 33 | -65 | 27 | -3.5 | 27 | 28 | 4 | -9 | 25 | 14 | -20
CN(C)S(=O)(=O)c1ccc(NC(=O)c2ccncc2)cc1 | 2 | -15 | 6 | 1.6 | 13 | -10 | 1 | 0 | -2 | 14 | -1
COc1ccc(F)cc1S(=O)(=O)NC(Cc1ccccc1)C(N)=O (configuration not stated) | 11 | -15 | 11 | 0.8 | 1 | -1 | 2 | -6 | -4 | -4 | -4
COc1ccccc1C#CC1=CC(=O)CC(C)(C)C1 | -53 | -26 | -35 | -1.2 | -42 | -26 | . | 19 | . | 9 | -9
COC1=C(C)C(=O)C2=C(C1=O)C1C3CC4=C(C(=O)C(OC)=C(C)C4=O)C(CNC(=O)C(C)=O)N3C(C#N)C(C2)N1C (configuration not stated) | 101* | 102* | 94* | -2.7 | 78* | 81* | . | 86* | 114* | -44 | 77*
COc1ccccc1NC(=O)c1csc2c1CCC(C)C2 (configuration not stated) | -98 | -29 | -46 | -0.3 | -178 | -15 | 0 | 8 | -31 | 6 | -16
CC(C)(C)OC(=O)C[C@@H]1C/C=C\C[C@@H](CC(=O)NCCO)C(=O)NC[C@H](c2ccccc2)OC1=O | 8 | 6 | 4 | -1.4 | 9 | -4 | . | -7 | -2 | 12 | 2
Cc1ccc(S(=O)(=O)N(CCC(=O)O)c2ccccc2)cc1 | 3 | -9 | -6 | -0.7 | 16 | -12 | 1 | -10 | -4 | 8 | 0
Cc1sc(NC(=O)c2cc(-c3ccccc3)nc3ccccc23)c(C(N)=O)c1C | 22 | 1 | 27 | 0.0 | -28 | 17 | -1 | 31 | 4 | -19 | 8
O=c1[nH]c(CN2CCc3ccccc3C2)nc2ccccc12 | -5 | -8 | -16 | 0.1 | -32 | 3 | 2 | 3 | 23 | -4 | -12
CCOC(=O)c1c(C)n(C)c2cc(Br)c(C(=O)OC)cc12 | -8 | 0 | 18 | 1.8 | 7 | -5 | -3 | -6 | 1 | 3 | -3
COc1ccc(/C=C(\C#N)C(=O)c2c(C)[nH]c3ccccc23)cc1OC | 10 | 0 | 9 | -0.7 | 24 | -8 | -1 | -10 | 1 | 3 | 5
O=C(NNC1=C(C(=O)C(F)(F)F)CCC1)c1cccc(O)c1 | 2 | -129 | -45 | 0.9 | 3 | 8 | -1 | 17 | 26 | 5 | -2
CC(Oc1ccc(Cl)cc1Cl)C(=O)NCCCN(C)C (configuration not stated) | -6 | -8 | 5 | 0.5 | 6 | 4 | 5 | 9 | 10 | 6 | 6
CN(c1ccccc1)S(=O)(=O)CS(=O)(=O)N(C)c1ccccc1 | 5 | -29 | -6 | -1.3 | 12 | 0 | . | -5 | -6 | 17 | 0
Cc1c(NC(=O)COC(=O)c2ccc(Br)o2)c(=O)n(-c2ccccc2)n1C | 2 | 8 | -4 | -0.5 | 8 | 18 | -3 | -3 | 5 | -2 | 1

Single records (already shown).
Cc1ccc(S(=O)(=O)N(CCC(=O)O)c2ccccc2)cc1 across the screens: Peg3 promoter: 3; NR2E3 ag-1: -9; Shn3 3UTR inh: -6; hiPSC survival: -0.7; HIF-2a block: 16; CF NFkB inh: -12; NR2E3 ag-2: 1; C8 TRAIL sens: -10; TRPM1 prom inh: -4; KKLEB cytotox: 8; LMP1 NFkB inh: 0
COc1ccccc1C#CC1=CC(=O)CC(C)(C)C1 across the screens: Peg3 promoter: -53; NR2E3 ag-1: -26; Shn3 3UTR inh: -35; hiPSC survival: -1.2; HIF-2a block: -42; CF NFkB inh: -26; NR2E3 ag-2: .; C8 TRAIL sens: 19; TRPM1 prom inh: .; KKLEB cytotox: 9; LMP1 NFkB inh: -9

Next entries
SMILES | Peg3 promoter | NR2E3 ag-1 | Shn3 3UTR inh | hiPSC survival | HIF-2a block | CF NFkB inh | NR2E3 ag-2 | C8 TRAIL sens | TRPM1 prom inh | KKLEB cytotox | LMP1 NFkB inh
CCOc1ccc(NC(=O)COC(=O)C2C3CC4OC(=O)C2C4C3)cc1 (configuration not stated) | -5 | -1 | -52 | -0.6 | -7 | -2 | -2 | -20 | 8 | 1 | 4
CCOC(=O)c1sc(NC(=O)c2ccc(S(=O)(=O)N(CC)CC)cc2)nc1C | -4 | -3 | 12 | -1.0 | 7 | 5 | 0 | 1 | 0 | -20 | 28
COC(=O)C1CCN(S(=O)(=O)c2ccc(NC(C)=O)cc2)CC1 | 3 | 13 | -12 | -3.0 | 10 | 5 | 0 | 8 | 4 | 6 | -18
CNC[C@H]1Oc2ccc(NC(=O)Nc3ccc4c(c3)OCO4)cc2C(=O)N([C@H](C)CO)C[C@@H]1C | -5 | -29 | -40 | -3.2 | 6 | -6 | . | 7 | -7 | 5 | -6
Cc1ccc(Nc2nnc(SCc3nc4ccccc4c(=O)[nH]3)s2)cc1 | 12 | 12 | . | -0.1 | 1 | -27 | -1 | 5 | -6 | -5 | -15
Cc1c(N)cc(S(=O)(=O)O)cc1NC(=O)c1cccc([N+](=O)[O-])c1 | -3 | 5 | 10 | 3.0 | 16 | 4 | . | -6 | 11 | 5 | 12
CCOc1ccc(C(=O)Nc2ccccc2N2CCN(C(=O)c3ccccc3)CC2)cc1[N+](=O)[O-] | 47 | 8 | 18 | 0.4 | 18 | 29 | 0 | 31 | -19 | -30 | -7
O=C(NC1c2ccccc2-c2ccccc21)N1CCOCC1 | 16 | 7 | -7 | -0.6 | -4 | 7 | 4 | -5 | 3 | 4 | -17
Cc1ccc(CNC(=O)COc2cccc3c2OC(C)(C)C3)cc1 | 8 | 14 | 4 | -0.5 | 3 | 10 | . | -6 | -6 | 9 | -8
O=C(CCCCC(=O)N1CCOCCOCCOCC1)OCc1ccccc1 | 16 | -13 | -18 | -0.3 | 9 | 1 | 1 | -3 | 5 | 6 | -7
CCOC(=O)CNC(=O)C1CCN(S(=O)(=O)c2ccc(-c3nn[nH]n3)cc2)CC1 | 20 | -17 | -14 | -0.6 | 11 | 8 | 2 | -15 | 2 | 1 | 1
CC(C)COc1ccc(C/C(N)=N/n2cnnc2)cc1 | 19 | 3 | 79 | 1.9 | 19 | -11 | 0 | 36 | 14 | -10 | 1
O=C(OCC(=O)N(CCc1ccccc1)Cc1ccccc1)c1cccc(O)c1 | 11 | 2 | 12 | -0.2 | -1 | -4 | 3 | 25 | 6 | 10 | 5
CC(=O)Nc1c(C)nn(C(C)=O)c1C | -3 | -12 | 13 | 4.0 | 13 | 8 | 0 | -2 | 0 | 9 | 0
CC1(C)NC(C(=O)O)Cc2c1[nH]c1ccccc21 (configuration not stated) | -10 | -8 | -2 | -0.6 | 10 | 1 | 3 | -1 | 17 | 2 | -2
Fc1ccc(C2c3[nH]c4ccccc4c3CCN2CCCn2cccn2)cc1 (configuration not stated) | 1 | -11 | 15 | -0.7 | 7 | 9 | -4 | -3 | 4 | -8 | 0
COc1cc(C(=O)Nc2ccccc2N2CCN(S(C)(=O)=O)CC2)cc(OC)c1OC | 5 | -6 | -1 | -2.5 | 11 | 6 | 1 | -14 | -5 | 3 | 4
CC1CCCN(c2ccc([N+](=O)[O-])s2)C1 (configuration not stated) | -18 | -16 | -2 | -0.7 | -9 | -2 | . | 1 | 2 | -9 | 3
CCCCN(C(=O)c1cnc2n(c1=O)CCS2)c1ccccc1 | -2 | -23 | 3 | -0.2 | -4 | -12 | 3 | -8 | 4 | -6 | -4

An excerpt. The share of hits here may be higher or lower than overall.
